Screens from PubChem BioAssay.
KCNQ1 pot: potentiators or activators of KCNQ1 channel, primary screen, cell-based, thallium flux, high-throughput | hit rate 0.35% among 310,000 | B-score at 10 µM | AID 2648, 2010 | CHO-K1 KCNQ1, thallium flux FluxOR fluorescence; active compounds read high;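 active means fluorescence ratio B-score, a plate-corrected score, at least three library SD, with initial intensity B-score within 5 SD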
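assay system = CHO-K1 cells stably expressing KCNQ1 | medium = assay buffer, equal DMSO in all wells | timing = 37 °C overnight plating, 90-min dark dye load, 20-min compound pretreatment | measured by = kinetic FluxOR thallium fluorescence, 10-s 1-Hz baseline, 110-s post-stimulus read | measure = fluorescence change relative to baseline, converted to B score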
KCNK9 inh: KCNK9 potassium channel inhibitors, primary screen, HEK293 cells, thallium flux; B-score at 10 µM; Potassium channel subfamily K member 9 (Homo sapiens), Q9NPC2; hit rate 1.2% among 310,000; AID 488922, 2010; FluxOR thallium flux fluorescence; active compounds read low;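 active means ratio B-score over 3 SD below the library mean, with starting fluorescence within 5 SD of its mean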;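 further: negative B-score means less thallium flux so channel inhibition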
RGS4 act: RGS4 potentiators or activators, primary screen, cell-based, HEK293 M3R inducible RGS4, calcium flux. carbachol calcium flux Fluo4; active compounds read low. B-score at 10 µM. hit rate 0.92% among 310,000;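 active means B-score of the integrated calcium signal more than 4 SD below the library mean, with starting fluorescence not abnormally high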;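 further: negative B-score means reduced calcium response which marks RGS4 activation or potentiation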
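System: HEK293 FlpIn-TREx cells, stable M3R, doxycycline-inducible RGS4. Timing: overnight RGS4 induction, 30 min dye load 37 °C, 20 min compound RT. Also added: carbachol, ECmax concentration. Measured by: Fluo4 fluorescence kinetic imaging of calcium. Evaluation: integrated calcium ratio converted to B score.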
RGS4 inh: RGS4 inhibitors, primary screen, cell-based, HEK293 M3R inducible RGS4, calcium flux; Fluo-4 calcium flux; active compounds read high; triggered by carbachol at its EC20; B-score at 10 µM; hit rate 0.45% among 310,000; AID 463165, 2010;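 active means B-score, a plate-corrected calcium signal, over three deviations above library mean, with baseline fluorescence within five deviations of library mean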;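 further: RGS4 expression induced by doxycycline in cells with stable M3 receptor; B-score is computed from the integrated fluorescence ratio over baseline after carbachol; higher B-score means a larger calcium signal and so more RGS4 inhibition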
Target sequence (P49798 whole entry, looked up): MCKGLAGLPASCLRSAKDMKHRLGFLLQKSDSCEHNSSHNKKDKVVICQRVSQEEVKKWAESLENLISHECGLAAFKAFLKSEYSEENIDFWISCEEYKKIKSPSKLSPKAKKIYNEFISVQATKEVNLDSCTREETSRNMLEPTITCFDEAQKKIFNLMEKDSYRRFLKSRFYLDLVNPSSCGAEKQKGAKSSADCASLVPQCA
GSK3beta inhib: human GSK3beta kinase inhibitors, primary screen, biochemical, cell-free homogeneous, HTS; activity score (negative = inhibition), % at 10 µM; Glycogen synthase kinase-3 beta (Homo sapiens), P49841; GST-GSK3beta kinase, ADP-Glo luminescence, 60 min; active compounds read low; hit rate 0.038% among 300,000;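 active means more than half of replicate wells score below -50%, meaning over 50% inhibition versus plate controls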;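 further: 0% = median DMSO wells and -100% = median GW8510 positive control wells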
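Assay system: GST-fused GSK3beta enzyme, cell-free / Medium: Tris pH 7.5 buffer with MgCl2, DTT, BSA, heparin / Also added: peptide substrate plus 25 µM ATP (final) / Compound: 10 µM single point / Timing: kinase reaction with compound 60 min at room temperature / Detection: ADP-Glo luminescence / Benchmarks: DMSO neutral wells and GW8510 at 20 µM as positive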
GSK3A inh: blockers of GSK3A enzyme activity – biochemical, luminescence, cell-free homogeneous, HTS, primary screen. Glycogen synthase kinase-3 alpha (Homo sapiens), P49840. GSK-3 alpha kinase, ADP-Glo luminescence, 60 min. inhibition, % at 10 µM. hit rate 0.1% among 320,000. AID 2650, 2010;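 in the data active means inhibition above about 50%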;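 further: GST-tagged GSK-3 alpha with peptide substrate and 25 µM ATP; 0% = DMSO neutral wells and 100% = GW8510 positive control wells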
Target sequence (P49840 whole entry, looked up): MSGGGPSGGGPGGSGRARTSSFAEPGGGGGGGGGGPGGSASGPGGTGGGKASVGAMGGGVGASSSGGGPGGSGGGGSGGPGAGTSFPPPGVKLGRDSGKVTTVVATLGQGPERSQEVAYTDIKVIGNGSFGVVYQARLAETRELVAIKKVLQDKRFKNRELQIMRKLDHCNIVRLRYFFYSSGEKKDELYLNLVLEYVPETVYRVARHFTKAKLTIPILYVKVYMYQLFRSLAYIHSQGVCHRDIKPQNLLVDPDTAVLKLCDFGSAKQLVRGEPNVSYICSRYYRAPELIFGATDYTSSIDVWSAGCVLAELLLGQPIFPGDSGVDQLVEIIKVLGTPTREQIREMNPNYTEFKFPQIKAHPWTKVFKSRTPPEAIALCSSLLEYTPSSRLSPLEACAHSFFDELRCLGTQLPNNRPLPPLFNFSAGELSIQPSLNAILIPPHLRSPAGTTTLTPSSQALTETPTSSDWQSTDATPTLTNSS
KCNQ1 block: inhibitors of human KCNQ1 channel, primary screen, cell-based, thallium flux, high-throughput; Potassium voltage-gated channel subfamily KQT member 1 (Homo sapiens), P51787; CHO-K1 KCNQ1, FluxOR thallium flux fluorescence; active compounds read high; B-score at 10 µM; hit rate 1.3% among 310,000; AID 2642, 2010;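 active means compounds whose thallium flux B-score, printed positive for inhibition, exceeds three library SD while starting fluorescence stays within three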;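 further: channel opened by potassium depolarization with thallium stimulus after 20 min compound exposure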
Dyrk1A ADPGlo: rat Dyrk1A kinase inhibitors, primary screen, biochemical, single point, plate reader | Dual specificity tyrosine-phosphorylation-regulated kinase 1A (Rattus norvegicus), Q63470 | hit rate 0.43% among 310,000 | ADP-Glo luminescence, NFATc1 peptide | inhibition, % at 12.5 µM; in the data active means inhibition above about 50%;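 further: plate controls were vehicle with enzyme for no effect and no enzyme for full effect; many of its hits are not listed in these tables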
hERG protect: hERG rescue from dofetilide block, primary screen, cell-based, CHO-hERG, FluxOR thallium flux, dofetilide IC70; dofetilide IC70 present; activation (rescue from dofetilide block), less the hit threshold, % at 10 µM; hit rate 0.51% among 310,000;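 active means activation above the mean of controls blocked by dofetilide plus 5 SD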;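 further: thallium influx through hERG after potassium depolarization seen as dye fluorescence rise; in these data hits start at about 4.7%; inactives centre near -7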
PolyA inhibitor: polyadenylation inhibitors in yeast reporter cells, primary screen, luminescence, S. cerevisiae | hit rate 0.02% among 300,000 | calls only at 12 µM | S. cerevisiae SKY197-pL101 polyadenylation reporter, beta-gal luminescence; efflux-impaired pdr1/pdr3 knockout yeast; score 100 = 6 SD above DMSO;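 active means lowest replicate activity score at least 50, where 100 means six control SD above control mean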;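 further: yeast exposed to compound for 9 h at 30 °C; higher score means more reporter readthrough which indicates perturbed polyadenylation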
KCNK3 inh: human KCNK3 channel inhibitors, primary screen, CHO cells, FluxOR thallium flux, B-score; hit rate 0.84% among 340,000; FluxOR fluorescence; active compounds read low; Potassium channel subfamily K member 3 (Homo sapiens), O14649; B-score at 10 µM;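 active means B-score under library mean minus 4 SD, starting fluorescence ratio at most library mean plus 5 SD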;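 further: more negative B-score means stronger inhibition of thallium flux through KCNK3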
Target sequence (O14649 whole entry, looked up): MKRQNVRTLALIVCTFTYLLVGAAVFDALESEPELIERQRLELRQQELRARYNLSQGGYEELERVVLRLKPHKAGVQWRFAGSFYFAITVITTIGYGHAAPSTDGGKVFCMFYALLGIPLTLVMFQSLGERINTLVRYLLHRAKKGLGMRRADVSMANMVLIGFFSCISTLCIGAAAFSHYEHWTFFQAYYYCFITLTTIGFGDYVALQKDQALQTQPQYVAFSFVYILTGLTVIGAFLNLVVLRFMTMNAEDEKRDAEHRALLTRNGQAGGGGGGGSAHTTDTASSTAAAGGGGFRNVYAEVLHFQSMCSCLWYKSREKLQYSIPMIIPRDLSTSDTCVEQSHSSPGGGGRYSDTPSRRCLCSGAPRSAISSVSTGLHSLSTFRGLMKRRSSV
An asterisk follows results filed as active. Some of the compounds tested; count on the stated rates, not on these rows.

COc1ccc(C(=O)c2oc3ccc(OC)cc3c2NC(C)=O)cc1 was read as KCNQ1 pot inactive, KCNK9 inh inactive, RGS4 act inactive, RGS4 inh inactive, GSK3beta inhib 1.3, KCNQ1 block inactive, Dyrk1A ADPGlo 2.2, hERG protect -3.0, PolyA inhibitor inactive and KCNK3 inh inactive.
For CN1C(=O)[C@H]2[C@@H](/C=C/c3ccccc3)N3C(=O)CN(CCO)C(=O)[C@@]3(C)[C@H]2C1=O the results were KCNQ1 pot inactive, KCNK9 inh inactive, RGS4 act inactive, RGS4 inh inactive, GSK3beta inhib 1.2, GSK3A inh -2.8, KCNQ1 block inactive, Dyrk1A ADPGlo -6.8, hERG protect -8.4, PolyA inhibitor inactive and KCNK3 inh inactive.
`CC(=O)CCC(=O)OCC(=O)c1ccc(C(F)(F)F)cc1` gave KCNQ1 pot inactive, KCNK9 inh inactive, RGS4 act inactive, RGS4 inh inactive, GSK3beta inhib 1.8, GSK3A inh -2.7, KCNQ1 block inactive, Dyrk1A ADPGlo -4.5, hERG protect -3.0, PolyA inhibitor inactive and KCNK3 inh inactive.
For Cc1noc(C)c1CSc1nc2ccccc2c(=O)n1-c1ccc(Cl)cc1 the results were KCNQ1 pot inactive, KCNK9 inh inactive, RGS4 act inactive, RGS4 inh inactive, GSK3beta inhib 2.1, GSK3A inh -0.2, KCNQ1 block inactive, Dyrk1A ADPGlo 13.1, hERG protect -6.0, PolyA inhibitor inactive and KCNK3 inh inactive.
`CCc1c(C)n([O-])c2c([n+]1=O)CCC2` gave KCNQ1 pot inactive, KCNK9 inh inactive, RGS4 act inactive, RGS4 inh inactive, GSK3beta inhib -2.4, GSK3A inh -1.9, KCNQ1 block inactive, hERG protect -11.3, PolyA inhibitor inactive and KCNK3 inh inactive.
`COc1cccc(C(C(=O)NC2CCCC2)N(Cc2ccc(C)cc2)C(=O)c2ccco2)c1OC` (stereo not given) gave KCNQ1 pot inactive, KCNK9 inh inactive, RGS4 act inactive, RGS4 inh inactive, GSK3beta inhib 1.4, GSK3A inh 0.2, KCNQ1 block inactive, Dyrk1A ADPGlo -2.7, hERG protect -10.1, PolyA inhibitor inactive and KCNK3 inh inactive.
Screening O=C(Nc1ccccc1N1CCCCC1)c1ccc(Cl)c([N+](=O)[O-])c1 returned KCNQ1 pot inactive, KCNK9 inh inactive, RGS4 act inactive, RGS4 inh inactive, GSK3beta inhib 2.5, GSK3A inh -0.3, KCNQ1 block inactive, Dyrk1A ADPGlo -2.8, hERG protect -31.1, PolyA inhibitor inactive and KCNK3 inh inactive.
O=C(CCNS(=O)(=O)c1ccccc1C(F)(F)F)N1CCN(c2ccccc2O)CC1 was read as KCNQ1 pot inactive, KCNK9 inh inactive, RGS4 act inactive, RGS4 inh inactive, GSK3beta inhib 2.5, GSK3A inh -3.6, KCNQ1 block inactive, Dyrk1A ADPGlo 4.1, hERG protect -8.7, PolyA inhibitor inactive and KCNK3 inh inactive.
Screening COc1ccc(Cl)cc1N1C(=O)C2CCCN2C1c1sccc1C (stereo not given) returned KCNQ1 pot inactive, KCNK9 inh inactive, RGS4 act inactive, RGS4 inh inactive, GSK3beta inhib 3.3, GSK3A inh -0.1, KCNQ1 block inactive, Dyrk1A ADPGlo 1.9, hERG protect -5.0, PolyA inhibitor inactive and KCNK3 inh inactive.
`O=C(Nc1ccc(Cl)c(C(F)(F)F)c1)[C@@H]1CC=C[C@@H]2CCN(C3CC3)C(=O)[C@@H]21` gave KCNQ1 pot inactive, KCNK9 inh inactive, RGS4 act inactive, RGS4 inh inactive, GSK3beta inhib 2.3, GSK3A inh -3.7, KCNQ1 block inactive, Dyrk1A ADPGlo -3.0, hERG protect -7.0, PolyA inhibitor inactive and KCNK3 inh inactive.
Screening COc1cc(CC(NC(C)=O)C(=O)NC2CCN(C(=O)Nc3ccccc3Cl)CC2)cc(OC)c1 (stereo not given) returned KCNQ1 pot inactive, KCNK9 inh inactive, RGS4 act inactive, RGS4 inh inactive, GSK3beta inhib 0.1, GSK3A inh -2.2, KCNQ1 block inactive, hERG protect -2.4, PolyA inhibitor inactive and KCNK3 inh inactive.
c1ccc(Nc2nc(N3CCCCC3)nc(N3CCCCC3)n2)cc1 was read as KCNQ1 pot inactive, KCNK9 inh inactive, RGS4 act inactive, RGS4 inh 5.18*, GSK3beta inhib 4.3, GSK3A inh 3.5, KCNQ1 block 9*, Dyrk1A ADPGlo 2.6, hERG protect -14.1, PolyA inhibitor inactive and KCNK3 inh inactive.
`O=C(O)CCN1CCc2ccccc2C1c1cccs1` (stereo not given) gave KCNQ1 pot inactive, KCNK9 inh inactive, RGS4 act inactive, RGS4 inh inactive, GSK3beta inhib 1.5, GSK3A inh -3.0, KCNQ1 block inactive, Dyrk1A ADPGlo 0.8, hERG protect -10.9, PolyA inhibitor inactive and KCNK3 inh inactive.
CN1C(=O)[C@H]2[C@@H](C3CC3)N3C(=O)CN(CC4CC4)C(=O)[C@@]3(C)[C@H]2C1=O was read as KCNQ1 pot inactive, KCNK9 inh inactive, RGS4 act inactive, RGS4 inh inactive, GSK3beta inhib 1.5, GSK3A inh -0.5, KCNQ1 block inactive, Dyrk1A ADPGlo 30.5, hERG protect -6.7, PolyA inhibitor inactive and KCNK3 inh inactive.
`CC(C)CCNC(=O)c1onc(CSc2ccncc2)c1C(=O)NCCC(C)C` gave KCNQ1 pot inactive, KCNK9 inh inactive, RGS4 act inactive, RGS4 inh inactive, GSK3beta inhib 0.3, GSK3A inh -4.8, KCNQ1 block inactive, Dyrk1A ADPGlo -9.7, hERG protect -7.4, PolyA inhibitor inactive and KCNK3 inh inactive.
For CN(C)CCCN(Cc1ccccc1)C(=S)Nc1ccc(SC(F)F)cc1 the results were KCNQ1 pot inactive, KCNK9 inh inactive, RGS4 act -7.34*, RGS4 inh inactive, GSK3beta inhib -4.3, GSK3A inh 1.5, KCNQ1 block inactive, Dyrk1A ADPGlo 0.6, hERG protect -10.2, PolyA inhibitor inactive and KCNK3 inh inactive.
O=C(N1CCOCC1)N1CCN(c2ccccn2)CC1 was read as KCNQ1 pot inactive, KCNK9 inh inactive, RGS4 act inactive, RGS4 inh inactive, GSK3beta inhib -0.5, GSK3A inh -13.9, KCNQ1 block inactive, Dyrk1A ADPGlo 2.8, hERG protect -2.9, PolyA inhibitor inactive and KCNK3 inh inactive.
`COC(=O)c1ccc2c(=O)n(-c3ccc(OC)cc3)c(=S)[nH]c2c1` gave KCNQ1 pot inactive, KCNK9 inh inactive, RGS4 act inactive, RGS4 inh inactive, GSK3beta inhib -4.4, GSK3A inh -1.7, KCNQ1 block inactive, hERG protect -11.8, PolyA inhibitor inactive and KCNK3 inh inactive.
`O=c1nc2ccccc2c(NS(=O)(=O)c2ccc(Cl)cc2)n1-c1ccccc1` gave KCNQ1 pot inactive, KCNK9 inh inactive, RGS4 act inactive, RGS4 inh inactive, GSK3beta inhib 2.6, GSK3A inh -1.6, KCNQ1 block inactive, Dyrk1A ADPGlo 3.1, hERG protect -4.4, PolyA inhibitor inactive and KCNK3 inh inactive.
Cc1ccc(-n2c(C)cc(C)c(C#N)c2=O)cc1C was read as KCNQ1 pot inactive, KCNK9 inh inactive, RGS4 act inactive, RGS4 inh inactive, GSK3beta inhib -1.6, GSK3A inh -1.8, KCNQ1 block inactive, Dyrk1A ADPGlo -2.0, hERG protect -13.0, PolyA inhibitor inactive and KCNK3 inh inactive.
Cc1c(C(=O)O/N=C(\N)c2ccccn2)cccc1[N+](=O)[O-] was read as KCNQ1 pot inactive, KCNK9 inh inactive, RGS4 act inactive, RGS4 inh inactive, GSK3beta inhib -2.9, GSK3A inh -16.4, KCNQ1 block inactive, Dyrk1A ADPGlo -12.0, hERG protect -11.2, PolyA inhibitor inactive and KCNK3 inh inactive.
For Clc1ccc(Cn2c(CN3CCCC3)nc3ccccc32)cc1 the results were KCNQ1 pot inactive, KCNK9 inh inactive, RGS4 act inactive, RGS4 inh inactive, GSK3beta inhib -1.3, GSK3A inh 2.6, KCNQ1 block inactive, hERG protect -9.1 and PolyA inhibitor inactive.
Screening CC(=O)Nc1ccc(S(=O)(=O)NCC(=O)OCc2ccccc2)cc1 returned KCNQ1 pot inactive, KCNK9 inh inactive, RGS4 act inactive, RGS4 inh inactive, GSK3beta inhib 0.1, GSK3A inh -1.5, KCNQ1 block inactive, Dyrk1A ADPGlo -0.3, hERG protect -6.5, PolyA inhibitor inactive and KCNK3 inh inactive.
Screening CCn1c(SCC(=O)Nc2ccc3c(c2)OCO3)nc2c(c1=O)SC(C)C2 (stereo not given) returned KCNQ1 pot inactive, KCNK9 inh inactive, RGS4 act inactive, RGS4 inh inactive, GSK3beta inhib 6.3, GSK3A inh 1.1, KCNQ1 block inactive, Dyrk1A ADPGlo 2.1, hERG protect -15.4, PolyA inhibitor inactive and KCNK3 inh inactive.
COc1ccc(C(=O)Nc2cccc(C(C)=O)c2)cc1S(=O)(=O)N1CCOCC1 was read as KCNQ1 pot inactive, KCNK9 inh inactive, RGS4 act inactive, RGS4 inh inactive, GSK3beta inhib 3.0, GSK3A inh -2.4, KCNQ1 block inactive, Dyrk1A ADPGlo 8.7, hERG protect -11.9, PolyA inhibitor inactive and KCNK3 inh inactive.
For Cc1cc(=O)oc(C)c1C(=O)Nc1c(C)n(C)n(-c2ccccc2)c1=O the results were KCNQ1 pot inactive, KCNK9 inh inactive, RGS4 act inactive, RGS4 inh inactive, GSK3beta inhib 2.5, GSK3A inh 0.9, KCNQ1 block inactive, Dyrk1A ADPGlo -2.7, hERG protect -10.9, PolyA inhibitor inactive and KCNK3 inh inactive.
